# Screens as filed in PubChem BioAssay.
# ERG-DNA inh: inhibitors of human ERG Ets domain-DNA interaction. P11308. fluorescence polarization, His-ERG Ets domain / labelled DNA. Potency, µM (top dose mostly 76.9 µM), without a hit: top-dose FP activity, negative = inhibition, hits mostly inhibitors. hit rate 0.028% among 370,000; active means well fitted inhibition curve with a large enough effect in the polarisation, with a control signal flat; inconclusive means small, poorly fitted or top-dose-only effect, or effect the other way, or a change in a side signal; inactive means no such curve, though single readings can be large or run the other way; the % refers to the polarisation;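 further: polarization taken with two DNA probes labelled with fluorescein and Texas red; % of control where 0% means no effect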
# Target sequence (P11308 whole entry, looked up, the tested form may be a part): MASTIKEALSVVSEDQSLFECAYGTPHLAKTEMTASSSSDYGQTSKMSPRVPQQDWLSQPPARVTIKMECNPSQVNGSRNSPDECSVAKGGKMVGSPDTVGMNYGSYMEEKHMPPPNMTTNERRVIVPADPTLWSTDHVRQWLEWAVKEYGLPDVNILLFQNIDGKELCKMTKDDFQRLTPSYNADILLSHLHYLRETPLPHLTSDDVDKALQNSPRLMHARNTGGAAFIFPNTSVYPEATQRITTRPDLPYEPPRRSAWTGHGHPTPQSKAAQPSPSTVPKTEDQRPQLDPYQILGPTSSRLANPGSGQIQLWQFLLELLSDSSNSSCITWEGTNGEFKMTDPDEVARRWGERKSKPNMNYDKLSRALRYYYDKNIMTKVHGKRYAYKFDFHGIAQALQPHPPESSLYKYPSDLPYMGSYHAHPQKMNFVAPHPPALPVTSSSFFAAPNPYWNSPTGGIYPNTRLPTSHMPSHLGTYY
#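 His-tagged ERG Ets domain (1 uM in the protein solution; 300mM KCl, 50mM Tris-HCl, 1mM EDTA, 1mM DTT, pH 7.5) received compound, then a probe mix of 5 nM fluorescein-DNA and 100nM Texas-615-DNA. Fluorescence polarization was read for both dyes.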
# ALOX12 inh: ALOX12 (human) lipoxygenase inhibition. P18054. purified 12hLO, xylenol orange hydroperoxide absorbance. Potency, µM (titrated, usually from 108 µM), inactives show at the highest dose activity change, negative = inhibition, actives largely listed as inhibitors. hit rate 1.1% among 580,000. AID 1671190; further: on the % scale 0 is the no-effect control and ±100 the full control effect
#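 Hydroperoxide product was detected by ferrous iron/xylenol orange as the 573 to 405 nm absorbance ratio. Arachidonic acid at 40 uM (final) was turned over for 30 min at room temperature by 150 nM human 12hLO, pH 7.0 Hepes buffer, after 15 min compound preincubation.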
# JMJD2A Tudor: JMJD2A Tudor domain (human) inhibition; Potency, µM (highest dose often 114 µM), for the others: top-dose activity change, negative = inhibition, most hits filed as inhibitors; O75164; AlphaScreen JMJD2A-Tudor / H3K4me3 peptide binding; hit rate 4.4% among 390,000; further: on the % scale 0 is the no-effect control and ±100 the full control effect; nearly all actives have a fitted effect of over 50% in size
# PGK inhibitor: inhibitors of T. brucei phosphoglycerate kinase; P07378; PGK/GAPDH coupled, Kinase-Glo luminescence, 60 min; Potency, µM (doses to about 57.5 µM), for the others: at the top dose activity change, negative = inhibition, usual class: inhibitors; hit rate 0.043% among 380,000; further: on the % scale 0 is the no-effect control and ±100 the full control effect; nearly all actives have a fitted effect of over 60% in size
#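 Recombinant glycosomal PGK reaction used 1,3-bisphosphoglycerate generated in-well by GAPDH (100nM final) in 100mM TEA pH 7.6, 5mM MgCl2, 0.01% Tween-20. After 60 minutes at room temperature, ATP was read by Kinase-Glo Plus luminescence end-point.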
# Pin1 inh: blocks the human prolyl isomerase Pin1 | Potency, µM (top dose mostly 115 µM), for inactives: at the top dose activity, negative = inhibition, most hits filed as inhibitors | hit rate 0.009% among 390,000 | AID 504891 | Pin1 FP peptide displacement, HiFluor488, 10 min | Q13526; active means well fitted inhibition curve with a large enough effect in the polarisation, with a control signal flat, not every such curve was filed as active; inconclusive means small, poorly fitted or top-dose-only effect, or effect the other way, or a change in a side signal; inactive means no such curve, though single readings can be large or run the other way; the % refers to the polarisation; further: on the % scale 0 is the no-effect control and ±100 the full control effect
# GLS inh: glutaminase GLS (human) inhibition; O94925; GLS enzymatic activity, qHTS titration; Potency, µM (titrated, usually from 45.5 µM), for inactives: top-dose activity change, negative = inhibition, actives largely listed as inhibitors; hit rate 0.21% among 410,000; further: on the % scale 0 is the no-effect control and ±100 the full control effect
# Target sequence (O94925 whole entry, looked up): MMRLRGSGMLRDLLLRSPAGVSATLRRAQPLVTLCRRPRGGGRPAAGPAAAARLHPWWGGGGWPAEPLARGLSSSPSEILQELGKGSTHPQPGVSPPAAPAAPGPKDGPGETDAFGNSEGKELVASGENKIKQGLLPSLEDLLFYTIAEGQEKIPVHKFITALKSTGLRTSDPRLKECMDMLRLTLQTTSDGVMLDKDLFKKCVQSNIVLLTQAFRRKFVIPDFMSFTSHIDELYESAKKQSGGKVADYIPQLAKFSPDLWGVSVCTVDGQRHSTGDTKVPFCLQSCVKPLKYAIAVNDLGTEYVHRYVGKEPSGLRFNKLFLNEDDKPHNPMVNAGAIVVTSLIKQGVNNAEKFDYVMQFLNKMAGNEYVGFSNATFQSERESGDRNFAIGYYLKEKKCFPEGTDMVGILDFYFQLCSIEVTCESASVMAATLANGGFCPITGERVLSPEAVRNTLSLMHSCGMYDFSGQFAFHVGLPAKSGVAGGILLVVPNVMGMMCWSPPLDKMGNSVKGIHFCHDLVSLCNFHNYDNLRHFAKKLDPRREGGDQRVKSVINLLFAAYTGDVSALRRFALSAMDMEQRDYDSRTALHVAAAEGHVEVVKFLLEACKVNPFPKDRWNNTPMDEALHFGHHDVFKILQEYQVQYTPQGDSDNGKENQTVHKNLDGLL
#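 hKGA in 45 mM KH2PO4 pH 8.2, 0.02% Tween-20 with pin-transferred compounds; 1 mM L-glutamine (stock) plus glutamate oxidase/HRP/Amplex Red coupling added. Fluorescence read initially and after 30 min at RT.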
# RGS4 inhibitor: human RGS4 inhibition. P49798. Transcreener GDP fluorescence polarization, RGS4-accelerated GTP hydrolysis. Potency, µM (top dose mostly 114 µM), for inactives: at the top dose activity change, negative = inhibition, actives largely listed as inhibitors. hit rate 0.039% among 390,000; further: on the % scale 0 is the no-effect control and ±100 the full control effect; nearly all actives have a fitted effect of over 75% in size; some results filed as inactive show a strong effect at the top dose
#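 MLSMR compounds (23 nl, pin-transferred) preincubated 10 min at room temperature with a 500nM (2x) first reagent, then RGS4 at 900nM (2x) plus Transcreener GDP mix added; fluorescence polarization (620/688 nm) read before and after 90 min at 30 °C.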
# HP1b chromo inh: HP1-beta chromodomain-methylated histone interaction inhibition | P83916 | AlphaScreen HP1-beta / biotin-H3K9me3 peptide binding | Potency, µM (doses to about 114 µM), inactives show top-dose activity change, negative = inhibition, hits mostly inhibitors | hit rate 0.56% among 390,000 | AID 540317; further: nearly all actives have a fitted effect of over 70% in size; inactives centre near 23
#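 AlphaScreen: HP1-beta (50 nM) preformed 30 min with biotin-H3(1-18)K9me3 peptide (50 nM) in PBS pH 7.4, 0.01% Tween-20. Compound added for 30 min at RT, then streptavidin donor/nickel chelate acceptor beads (10 ug/mL) for 30 min.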
# TrxR1 inh: blocks rat thioredoxin reductase 1; O89049; recombinant rTrxR1, NADPH fluorescence consumption, selenite substrate; Potency, µM (doses to about 114 µM), for the others: at the top dose activity change, negative = inhibition, hits mostly inhibitors; hit rate 1% among 390,000; further: on the % scale 0 is the no-effect control and ±100 the full control effect; nearly all actives have a fitted effect of over 65% in size
#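 Rat TrxR1 (90 nM in the dispensed reagent) was pre-reduced with 400 uM NADPH for 5 min at room temperature, then incubated with compound for 15 min. After 400 uM selenite was added, NADPH fluorescence (Ex 340/Em 450 nm) was followed for 8 min.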
# Numbers without * were called inactive; i = inactive; u = inconclusive; x = not tested or not shown; & = joins results of further samples; [ ] = dose if it differs, or a comment. Unless noted, the call rests on the fitted dose curve; in most records, active means well fitted curve in the direction sought with a large enough effect; inconclusive means small, poorly fitted or top-dose-only effect, or another doubt; inactive means no such curve, though single readings can be large; an effect the other way counts as inactive or inconclusive. Potency means the concentration at half of the fitted maximal effect. This is a subset; count on the stated rates, not on these rows.
# Start of the data: the first 2 entries, ahead of the listing:
entry | ERG-DNA inh | ALOX12 inh | JMJD2A Tudor | PGK inhibitor | Pin1 inh | GLS inh | RGS4 inhibitor | HP1b chromo inh | TrxR1 inh | molecule
1 | 16% | 0% | -11% | i | -3% | -2% | 20% | 25% | 27% | N#C/C(=C\N1CCCCC1)S(=O)(=O)c1ccc(Cl)cc1
2 | -8% | 0% | 7% | -10% | 5% | -9% | -13% | 24% | 3%[57.1 µM] | CCN(C(=O)CN1CCCCC1)C1(C)C(=O)c2ccccc2C1=O

# All compounds of this part, from the start:
entry | ERG-DNA inh | ALOX12 inh | JMJD2A Tudor | PGK inhibitor | Pin1 inh | GLS inh | RGS4 inhibitor | HP1b chromo inh | TrxR1 inh | molecule
1 | 16% | 0% | -11% | i | -3% | -2% | 20% | 25% | 27% | N#C/C(=C\N1CCCCC1)S(=O)(=O)c1ccc(Cl)cc1
2 | -8% | 0% | 7% | -10% | 5% | -9% | -13% | 24% | 3%[57.1 µM] | CCN(C(=O)CN1CCCCC1)C1(C)C(=O)c2ccccc2C1=O
3 | -13% | u | 10% | -1% | 0% | -5% | -19% | 19% | -47%[57.1 µM] | Cc1ccc(OCCC(=O)OCC(=O)NCc2ccccc2)cc1
4 | 2% | -7% | -11% | 3% | u | 14% | 0% | 55%[activator] | 11% | CN=C1S/C(=C\c2ccc(N3CCCC3)c(F)c2)C(=O)N1C
5 | -9% | u | -30% | i | 5% | 1% | -22% | -26% | u | Cc1ccc(NC(=O)c2c(C)oc3ccc(O)c(CN4CCCCCC4)c23)cc1
6 | 7% | u | 9% | -7% | 2% | -8% | -5% | 16% | 14%[57.1 µM] | COc1ccc(C(=O)Nc2ccc(NC(=O)c3ccccc3)cc2)cc1S(=O)(=O)N1CCOCC1
7 | 11% | u | -24% | i | -1% | -5% | -29% | 40%[activator] | 13%[57.1 µM] | c1ccc(-c2[nH]ncc2CN2CCc3ccccc3C2)cc1
8 | -3% | -28% | 7% | -2% | 0% | -14% | 24% | 35% | 14% | COc1ccc(OC)c(-c2cc(C(=O)Nc3c(C)nn(Cc4ccc(C)cc4)c3C)no2)c1
9 | 3% | 38%[activator] | u | -5% | 3% | -1% | -4% | -32% | -23%[57.1 µM] | COc1ccc(OC)c(NC(=O)CSc2nnc(CNc3ccc(C)cc3C)o2)c1
10 | 7% | -6% | -14% | -4% | -7% | 3% | -8% | 21% | 3% | O=C(c1ccc(OC2CCN(CCCc3ccccc3)CC2)cc1)N1CCCC1
11 | -4% | -29%&-47% | -5% | -9% | 0% | 1% | 19% | 15% | 20% | COc1cccc2cc(C(=O)N3CCCCCCC3)c(=O)oc12
12 | 10% | -1% | -11% | -6% | 2% | 0% | -7%[56.9 µM] | 26% | 29% | CC(C)CCNC(=O)C1CCC(=O)N1CCc1ccccc1 (stereo unspecified)
13 | u | 0% | u | -2% | u | 1% | -25% | 10% | 3%[57.1 µM] | Nc1cc(-c2nn[nH]n2)ccc1F
14 | -2% | -15% | -10% | -6% | -2% | 3% | -5% | 34% | 9%[57.1 µM] | COc1ccc(NC(=O)C2CCN(c3nc4ccccc4nc3C(F)(F)F)CC2)cc1
15 | 8% | 0% | -12% | -2% | -4% | 2% | -20% | 47%[activator] | -3% | O=C(CCCOc1ccc(Cl)cc1Cl)NCC1CCCO1 (stereo unspecified)
16 | -2% | -17% | u | -3% | -1% | u | u | 1% | -6% | CCN(CC)C(=O)CSc1nc2sc3c(c2c(=O)n1CCCOC)CCC3
17 | -5% | 22% | -22% | -1% | -3% | 18% | 8% | 28% | 5% | COc1ccc(OCCCN2CCc3ccccc3C2)cc1
18 | 7% | u | -28% | -5% | 22% | -1% | 8% | -3% | 18%[57.1 µM] | Cc1nc2cc(C(=O)OCC(=O)NC34CC5CC(CC(C5)C3)C4)ccc2n1-c1ccccc1
19 | 2% | -6% | -1% | -4% | -5% | -2% | -3% | 39% | 12% | Cc1ccc(NC(=O)C2CCCCC2)cc1C
20 | -10% | 0% | -10% | -6% | 1% | 4% | 39% | 19% | -23% | O=c1c(-c2ccc(Br)cc2)coc2c(CN3CCOCC3)c(O)ccc12
21 | 5% | 0% | -5% | 4% | 3% | -2% | 6% | 20% | -5% | CCCCNC(=O)NC1C(NC(=O)NCCCC)N(C)C(=O)N1C (stereo unspecified)
22 | -7% | -15% | -17% | x | -3% | -8% | -15% | 21% | 35µM* | CCCS(=O)(=O)c1nc(S(=O)(=O)c2ccc(C)cc2)c(NC(C)c2ccccc2)s1 (stereo unspecified)
23 | -9% | -5% | 40µM* | -11% | -2% | 1% | -46% | 9% | 18%[57.1 µM] | O=C(Cn1c(=O)n(-c2cccc(C(F)(F)F)c2)c(=O)c2sccc21)NCC1CCCO1 (stereo unspecified)
24 | 2% | u | -21% | -5% | -2% | 7% | 7% | 32% | 25% | CCN1CCCC1CNS(=O)(=O)c1ccc(Br)cc1 (stereo unspecified)
25 | 2% | -2% | -16% | -2% | -11% | 0% | -8% | 3% | -4% | Cc1cccc2nc(CNC(=O)CC3C(=O)NCCN3Cc3cccc(F)c3)cn12 (stereo unspecified)
26 | -4% | 0% | -5% | -10% | -10% | -5% | 32% | 19% | 4%[57.1 µM] | CCOC(=O)C(C(=O)NCC1CCCO1)C1CCCCC1 (stereo unspecified)
27 | -4% | u | -10% | -4% | -8% | -1% | -13% | 27% | 18µM* | COc1ccc(C(=O)Cn2c(C)nc([N+](=O)[O-])c2Br)cc1
28 | -4% | 4% | -26% | 2% | 0% | 0% | 1% | 51%[activator] | 4% | CC1CN(S(=O)(=O)c2ccc(C(=O)Nc3nnc(-c4ccco4)o3)cc2)CC(C)O1 (stereo unspecified)
29 | 0% | -20% | -5% | 6% | 5% | 3% | 29% | 22% | 30% | O=C(Nc1ccc(F)c(Cl)c1)c1ccc2c(Cl)c3c(nc2c1)CCCC3
30 | -1% | 3% | 4% | i | 11% | -1% | 2% | 72%[activator] | 1% | Cc1ccc2nc(Cl)c3cc(C(=O)N4CCCCC4)sc3c2c1

# (more compounds)
entry | ERG-DNA inh | ALOX12 inh | JMJD2A Tudor | PGK inhibitor | Pin1 inh | GLS inh | RGS4 inhibitor | HP1b chromo inh | TrxR1 inh | molecule
31 | -5% | u | u | 0% | 0% | 5% | -39% | -36% | 19%[57.1 µM] | CCOC(=O)c1c(C)c(/C=N/Nc2ccccc2)n(C)c1C
32 | 3% | 3% | -14% | -4% | 5% | -1% | 5% | 35% | -8%[57.1 µM] | Oc1c(C(c2ccccc2)N2CCCCC2)sc2ncnn12 (stereo unspecified)
33 | 3% | 1% | -13% | 1% | -8% | 17% | 25%[11.4 µM] | 55%[activator] | -1% | CCC1CCCCN1Cc1ccc(CNC(=O)CCc2nnc3ccc(N4CCCCC4)nn23)o1 (stereo unspecified)
34 | -7% | -5% | 6% | 3% | 1% | 2% | 30% | 12% | 1% | CC(C)OC(=O)CSc1nnc(-c2ccc(Cl)cc2)n1N
35 | -3% | -2% | -8% | -1% | -3% | 17% | 13% | 37% | u | C[C@H](CO)N1C[C@H](C)[C@H](CN(C)S(C)(=O)=O)Oc2c(cccc2N(C)C)C1=O
36 | -1% | 99%[activator][57.4 µM] | -29% | -10% | 3% | 18% | 4% | 54%[activator] | 15% | CCc1nnc(NC(=O)c2ccc(S(=O)(=O)N3CCCCCC3)cc2)s1
37 | 15% | 0% | -9% | 1% | 5% | 5% | 2% | 28% | 9%[11.4 µM] | CC1(C)CC(=O)C(CC2C(=O)CC(C)(C)CC2=O)C(=O)C1
38 | 2% | -6% | u | -5% | 0% | 9% | 6% | u | 9%[57.1 µM] | Cc1ccc(O)c(C(=O)c2cnc3c(c2)COc2ccc(C)cc2-3)c1
39 | 0% | -14% | -13% | -2% | 0% | -24% | -32% | 10% | -18% | COc1ccc2nc(NC(=O)CN3CCOCC3)sc2c1
40 | -3% | 10% | -35% | i | u | 1% | 25% | -1% | u | CCc1ccc(C(=O)c2cnc3ccc(F)cc3c2S(=O)(=O)c2ccccc2)cc1
41 | 6% | 9% | 2% | i | -4% | 6% | -33% | 43%[activator] | 2%[57.1 µM] | CCCCc1nnc(NC(=O)C(C)Sc2nc(O)c(Cc3ccccc3)c(=O)[nH]2)s1 (stereo unspecified)
42 | -4% | -11% | 6% | -9% | -2% | -19% | -19% | 37% | u | CC(C)(C)c1cc(-n2ccnc2)n2ncc(-c3ccc(Cl)cc3)c2n1
43 | 1% | 1% | -18% | -5% | 0% | 8% | 8% | 19% | u | Cc1c(Cc2ccccc2)c(=O)oc2cc(OCC(=O)N3CCC(C(=O)O)CC3)ccc12
44 | 4% | -3% | -32% | -9% | -4% | -6% | 29% | 11% | 12%[57.1 µM] | CCO[C@H]1OC(C(=O)N2CCOCC2)=C[C@@H](C2CC2)[C@@H]1CCCO

# Sorted by count of non-hydrogen atoms (rising): 3 of the compounds above
entry | ERG-DNA inh | ALOX12 inh | JMJD2A Tudor | PGK inhibitor | Pin1 inh | GLS inh | RGS4 inhibitor | HP1b chromo inh | TrxR1 inh | molecule
13 | u | 0% | u | -2% | u | 1% | -25% | 10% | 3%[57.1 µM] | Nc1cc(-c2nn[nH]n2)ccc1F
26 | -4% | 0% | -5% | -10% | -10% | -5% | 32% | 19% | 4%[57.1 µM] | CCOC(=O)C(C(=O)NCC1CCCO1)C1CCCCC1 (stereo unspecified)
12 | 10% | -1% | -11% | -6% | 2% | 0% | -7%[56.9 µM] | 26% | 29% | CC(C)CCNC(=O)C1CCC(=O)N1CCc1ccccc1 (stereo unspecified)
